Screens (PubChem)
FUS yeast rescue: qHTS for Suppressors of FUS Proteinopathy: Primary screen using FUS-linked yeast assay; Potency, µM (doses to about 76.6 µM), for inactives: at the highest dose growth rescue (activation), hits mostly activators; S. cerevisiae FUS-expressing, growth rescue, OD600, 24 h; AID 1347120, 2019; actives 0.24% (n = 390,000);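 also: potency is read from the fitted curve at half-maximal effect; plate controls were DMSO vehicle for no effect and reference control for full effect; nearly all actives have a fitted effect of over 55% in size; some results filed as inactive show a strong effect at the top dose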
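S. cerevisiae expressing FUS from galactose induction served as the toxicity model. Growth after 24hr at 30C, read as absorbance at 600 nm, indicates suppression of toxicity; compounds dosed at several concentrations.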
EPAC2 antag: qHTS for Antagonist of cAMP-regulated guanine nucleotide exchange factor 2 (EPAC2): primary screen; Potency, µM (titrated, usually from 114 µM), for the others: at the top dose activity, negative = inhibition, hits mostly inhibitors; EPAC2 GEF exchange of Rap1B-BODIPY-GDP, fluorescence; Rap guanine nucleotide exchange factor 4 (Homo sapiens), Q8WZA2; actives 0.18% (n = 360,000); also: potency is read from the fitted curve at half-maximal effect; % is scaled to controls: 0 for no effect and ±100 for the full control effect; nearly all actives have a fitted effect of over 45% in size; many of its hits are not listed in these tables
Target sequence (Q8WZA2 whole entry, looked up): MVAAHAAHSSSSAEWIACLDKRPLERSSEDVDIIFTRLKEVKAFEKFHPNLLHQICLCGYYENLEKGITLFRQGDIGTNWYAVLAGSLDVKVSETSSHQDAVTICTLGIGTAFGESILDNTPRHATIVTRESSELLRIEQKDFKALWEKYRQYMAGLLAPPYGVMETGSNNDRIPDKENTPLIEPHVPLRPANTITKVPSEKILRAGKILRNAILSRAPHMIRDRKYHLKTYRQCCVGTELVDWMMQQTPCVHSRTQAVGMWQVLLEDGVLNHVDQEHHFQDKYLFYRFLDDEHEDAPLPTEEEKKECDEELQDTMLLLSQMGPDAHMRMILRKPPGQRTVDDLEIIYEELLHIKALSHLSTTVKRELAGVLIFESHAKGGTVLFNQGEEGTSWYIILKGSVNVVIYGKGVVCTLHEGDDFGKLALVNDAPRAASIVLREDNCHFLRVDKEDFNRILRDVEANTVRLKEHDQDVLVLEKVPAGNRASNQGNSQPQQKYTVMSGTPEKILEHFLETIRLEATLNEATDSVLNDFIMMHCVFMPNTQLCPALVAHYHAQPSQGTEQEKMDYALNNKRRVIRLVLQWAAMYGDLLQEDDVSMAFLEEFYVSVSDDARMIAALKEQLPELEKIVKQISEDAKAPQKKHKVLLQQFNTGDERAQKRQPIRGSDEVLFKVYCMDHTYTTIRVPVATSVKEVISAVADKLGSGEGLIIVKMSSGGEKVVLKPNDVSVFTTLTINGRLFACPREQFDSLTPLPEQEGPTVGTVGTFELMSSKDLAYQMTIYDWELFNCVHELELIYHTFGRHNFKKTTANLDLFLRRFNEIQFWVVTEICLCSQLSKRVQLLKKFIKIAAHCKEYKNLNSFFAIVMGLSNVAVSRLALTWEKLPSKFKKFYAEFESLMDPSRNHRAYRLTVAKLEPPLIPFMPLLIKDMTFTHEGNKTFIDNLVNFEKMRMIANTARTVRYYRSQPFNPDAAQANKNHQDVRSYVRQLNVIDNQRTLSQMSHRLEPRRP
DRD3 antagonist: qHTS of D3 Dopamine Receptor Antagonist: qHTS | D(3) dopamine receptor (Homo sapiens), P35462 | D3R cells, DiscoveRx beta-arrestin luminescence, antagonist mode; stronger effect = lower value | max response, negative = inhibition, % | actives 2.5% (n = 360,000) | AID 652054, 2013; in the data active = max response below about -50%; inconclusive = no clear call, values can overlap the other calls; also: % is scaled to controls: 0 for no effect and ±100 for the full control effect; mostly tested at two doses, the higher about 12 µM
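Cells expressing the human receptor were seeded at 1500 cells/well, incubated overnight at 37 degrees C in 5% CO2, then exposed to library compounds with dopamine controls for 90 minutes at 37 degrees C before luminescent detection.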
aSyn yeast inh: qHTS of alpha-syn Inhibitors | Yeast expressing alpha-synuclein, growth rescue, BacTiter-Glo, 24 h | Potency, µM (doses to about 46.1 µM), without a hit: top-dose growth rescue (activation), actives largely listed as activators | actives 0.14% (n = 370,000) | AID 652106, 2013; also: potency is read from the fitted curve at half-maximal effect; % of control where 0% means no effect; nearly all actives have a fitted effect of over 65% in size
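Rescue of yeast growth: cells expressing toxic alpha-synuclein, induced in galactose at OD600 0.02, incubated with compound 24 h at 30 C. ATP luminescence quantified growth; inhibitors of toxicity appear as activators.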
D3 ag: qHTS of D3 Dopamine Receptor Agonist: qHTS; AID 652048, 2013; max activation, %; actives 0.58% (n = 410,000); D3R DiscoveRx beta-arrestin cells, luminescence, 90 min; D(3) dopamine receptor (Homo sapiens), P35462; in the data active = max activation above about 30%; also: 0% is about no effect; mostly tested at two doses, the higher about 12 µM
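Agonist-mode cell screen: cells plated at 1500/well and incubated overnight at 37 °C, then exposed to library compounds for 90 min at 37 °C. Detection reagent was added for 30–60 min at room temperature, and luminescence was read.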
EPAC2 ag: qHTS for Agonist of cAMP-regulated guanine nucleotide exchange factor 4 (EPAC2): primary screen | Rap guanine nucleotide exchange factor 4 (Homo sapiens), Q8WZA2 | EPAC2 activation, biochemical qHTS; response scale: 100% = 6.5 mM cAMP response | Potency, µM (top dose mostly 154 µM), for inactives: top-dose activation, usual class: activators | actives 0.079% (n = 360,000) | AID 720711, 2013; also: potency is read from the fitted curve at half-maximal effect; nearly all actives have a fitted effect of over 50% in size
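Compounds were added across a concentration range to EPAC2 (100 nM), RAP1B-BODIPY-GDP (250 nM) and GDP (50 uM). After 5 min at room temperature, fluorescence was recorded at 5-min intervals for 30 min.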
TDP-43 yeast inh: qHTS of TDP-43 Inhibitors | TDP-43 expressing yeast growth rescue, BacTiter-Glo, 24 h | Potency, µM (top dose mostly 46.1 µM), inactives show at the top dose growth rescue (activation), most hits filed as activators | actives 1.8% (n = 410,000) | AID 652104, 2013; also: potency is read from the fitted curve at half-maximal effect; % of control where 0% means no effect; nearly all actives have a fitted effect of over 50% in size
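Growth rescue of TDP-43-toxic yeast measured as ATP luminescence (BacTiter-Glo). Cells grown to mid-log in raffinose, induced in galactose at OD600=0.02, exposed to compound 24 hr at 30 deg C.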
Abeta yeast res: qHTS for compounds that reverse cellular toxicity of Amyloid beta (A-beta) peptide in yeast: Primary Screen | yeast expressing A-beta42, growth rescue, OD600, 48 h; response scale: 0% DMSO, 100% iron-clioquinol control | Potency, µM (highest dose often 46.1 µM), inactives show at the top dose growth rescue, most hits filed as activators | actives 0.063% (n = 410,000); also: potency is read from the fitted curve at half-maximal effect; nearly all actives have a fitted effect of over 55% in size
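Yeast A-beta toxicity model in growth medium with pinned compounds, 48 h at 30 C; growth read as absorbance at 600 nm. Normalized to FeCl3/clioquinol equimolar mix (positive) and DMSO (negative).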
The depositor's hits bear a star; ? = inconclusive; . = not tested or not shown; & = joins results of further samples; [ ] = another dose, or the depositor's remark. Unless noted, calls follow the shape of the dose curve; as a rule, active = well fitted curve in the direction sought with a large enough effect; inconclusive = small, poorly fitted or top-dose-only effect, or another doubt; inactive = no such curve, though single readings can be large; an effect the other way counts as inactive or inconclusive. Not all compounds are listed; rates above refer to the full screens.

SMILES	FUS yeast rescue	EPAC2 antag	DRD3 antagonist	aSyn yeast inh	D3 ag	EPAC2 ag	TDP-43 yeast inh	Abeta yeast res
Cc1ccc(OCC(=O)Nc2ccc(S(=O)(=O)Nc3onc(C)c3C)cc2)cc1	-17.8%	-17.5%	-19.4	1.4%	0.8	6.2%	7.9%	10.8%
Cc1cccc(-c2nc(S(=O)(=O)c3ccccc3)c(N3CCOCC3)o2)c1	12.3%	-24.4%	7.1	-3.0%	-2.6	8.9%	7.1%	11.3%
Cc1ccc(S(=O)(=O)CCC(=O)NCc2ccccc2)cc1	5.0%	5.7%	1.8	-1.4%	29.6	8.4%	-9.1%	-2.7%
S=c1[nH]nc(-c2ccccn2)n1/N=C/c1ccc(Cl)c(Cl)c1	-15.9%	-13.7%	-15.2	-2.0%	-12.8	3.0%	3.4%	5.0%
COc1cc(OC)c2ccc(=O)oc2c1C(CCN1CCN(c2ccccc2)CC1)c1ccc(N(C)C)cc1 (stereo unspecified)	3.2%	-7.1%	-114.9*	3.1%	-62.3	7.3%	-3.7%	2.0%
CCOc1ccc(NS(=O)(=O)c2cc(C(=O)N3CCN(c4ccccc4O)CC3)ccc2Cl)cc1	?	-3.0%	2.4	4.7%	6.7	0.8%	1.5%	20.9%
COc1ccc(CS(=O)(=O)c2ncn[nH]2)cc1	-10.8%	10.6%	2.4	-9.8%	19.8	9.1%	-3.2%	-9.4%
COCCSc1nnc(NC(=O)C2CC(=O)N(CCc3ccc(F)cc3)C2)s1 (stereo unspecified)	-3.2%	0.1%	2.4	-0.9%	1.1	2.1%	-16.0%	-4.8%
COC(=O)C(Cc1c[nH]c2ccccc12)NC(=O)CCNC(=O)c1ccco1 (stereo unspecified)	-17.3%	5.9%	40.0	5.7%	-6.7	-1.1%	13.7%	7.0%
CCC(C)[C@H](NC(=O)NCc1ccc(Cl)cc1)C(=O)O (stereo partly specified)	-12.3%	7.4%	3.6	1.9%	0.8	0.1%	6.9%	.
Nc1ccn([C@@H]2O[C@H](C(=O)NCCc3ccc(F)cc3)[C@@H](O)[C@H]2O)c(=O)n1	-28.5%	4.2%	-12.5	-9.6%	1.9	7.2%	21.3%	-13.3%
COCC(C)NC(=O)c1cc(OC)cc(OC)c1 (stereo unspecified)	6.3%	-2.4%	-0.9	-5.9%	-17.6	-0.3%	.	1.5%
CCCOc1cccc(C2c3c(oc4cc(C)c(C)cc4c3=O)C(=O)N2CCCN2CCOCC2)c1 (stereo unspecified)	?	.	.	.	-3.9	.	9.6%	-6.3%
CCOc1ccc(C(NC(=O)/C=C/c2ccco2)c2ccc(OC)c(OC)c2)cc1 (stereo unspecified)	.	-2.6%	-0.9	6.7%	0.6	1.7%	-5.9%	3.7%
NC(=O)c1nsc(C(=O)N(c2cccc(F)c2)C(C(=O)NCC2CCCO2)c2cccs2)c1N (stereo unspecified)	-5.5%	-7.7%	16.7	0.1%	3.5	-1.7%	2.8%	2.2%
COC(=O)CC1C(=O)NCCN1C(=O)CSc1nnc(Nc2ccc(C)cc2)s1 (stereo unspecified)	8.9%	-2.2%	2.8	-7.1%	-0.7	-6.0%	1.2%	4.5%
CCn1c(Nc2ccccc2Cl)nc2ccccc21	21.9%	-1.3%	5.9	-3.8%	-0.2	18.5%	-12.8%	-3.4%
CC(C)c1nnc(NC(=O)Cc2ccc(Br)cc2)s1	.	-1.6%	-2.7	5.2%	1.6	-7.0%	24.0%	?
CCc1ccccc1N(CC(=O)NCCc1ccccc1)C(=O)CCC(=O)Nc1ccccn1	36.2%	-4.2%	-3.0	0.1%	-2.3	4.2%	-16.7%	-2.5%
Cc1ccc(CNC(=O)N2CCC(CN3CCC(C)CC3)CC2)cc1	0.4%	.	.	.	-14.7	.	-4.3%	-15.0%
Cc1cccc(C(=O)OCC(=O)NC(C)C2CC3CCC2C3)c1O (stereo unspecified)	-2.9%	8.0%	-13.8	7.6%	-2.9	4.1%	20.9%	-1.6%
O=C(O)C1CCCN1c1ncnc2ccccc12 (stereo unspecified)	-23.1%	6.6%	-25.9	-3.9%	-4.4	5.6%	-16.2%	-12.1%
Cc1ccc2nc(-c3ccc(F)cc3)c(NC(C)(C)CC(C)(C)C)n2c1	-6.0%	.	.	-3.6%	-1.4	.	24.2%	-11.5%
CN(C)C(=O)c1ccccc1-c1ccccc1	25.9%	-0.5%	-7.9	-3.8%	-6.7	1.0%	4.2%	8.8%

An excerpt from above in order of formula weight, rising:
SMILES	FUS yeast rescue	EPAC2 antag	DRD3 antagonist	aSyn yeast inh	D3 ag	EPAC2 ag	TDP-43 yeast inh	Abeta yeast res
COc1ccc(CS(=O)(=O)c2ncn[nH]2)cc1	-10.8%	10.6%	2.4	-9.8%	19.8	9.1%	-3.2%	-9.4%
CCn1c(Nc2ccccc2Cl)nc2ccccc21	21.9%	-1.3%	5.9	-3.8%	-0.2	18.5%	-12.8%	-3.4%
Nc1ccn([C@@H]2O[C@H](C(=O)NCCc3ccc(F)cc3)[C@@H](O)[C@H]2O)c(=O)n1	-28.5%	4.2%	-12.5	-9.6%	1.9	7.2%	21.3%	-13.3%
CCc1ccccc1N(CC(=O)NCCc1ccccc1)C(=O)CCC(=O)Nc1ccccn1	36.2%	-4.2%	-3.0	0.1%	-2.3	4.2%	-16.7%	-2.5%

Additional compounds.
SMILES	FUS yeast rescue	EPAC2 antag	DRD3 antagonist	aSyn yeast inh	D3 ag	EPAC2 ag	TDP-43 yeast inh	Abeta yeast res
Clc1cccc(Cl)c1/C=C/c1ccn[nH]1	-26.7%	?	1.4	-4.1%	-4.9	4.6%	22.4µM*	3.0%
COc1ccc(C2(CNC(=O)c3cc([N+](=O)[O-])cc([N+](=O)[O-])c3)CCCC2)cc1OC	23.1%	0.8%	-14.7	8.1%	29.4	3.2%	0.0%	?
CC(C)=NNc1nc(-c2ccc([N+](=O)[O-])cc2)cs1	30.9%	10.3%	5.8	5.7%	2.7	-1.0%	12.6µM*	3.8%
Cc1ccc(Cl)cc1NC(=O)N1CCC2(CC1)Oc1ccccc1C(=O)N2Cc1ccccc1F	-0.3%	.	.	.	-7.3	.	-8.4%	-12.8%
COCCNc1oc(COc2cccc(C)c2)nc1C#N	5.6%	2.5%	-9.6	-4.1%	-6.6	0.6%	1.1%	18.3%
CC(=O)N1CCN(c2ccc(NC(=S)NC(=O)c3ccc(C)c([N+](=O)[O-])c3)cc2)CC1	3.3%	-1.4%	13.2	0.1%	5.3	14.3%	8.2%	-2.4%
Cc1cc2cc(CNC(=O)c3ccc(C)c([N+](=O)[O-])c3)ccc2[nH]1	29.3%	-8.5%	-18.1	-16.6%	0.6	25.6%	?	-61.6%[inhibitor]
Cc1cc(C)c2c(-n3cccc3)c(C(=O)NNS(=O)(=O)c3ccccc3)sc2n1	19.3%	1.2%	-54.8*	12.6%	-2.2	-7.3%	-9.0%	-2.0%
CCOC(=O)C1CCCN(Cc2nc(N)nc(Nc3ccccc3OC)n2)C1 (stereo unspecified)	-0.7%	-7.4%	3.2	3.9%	-3.1	5.8%	17.4%	11.4%
Cn1c(CC(=O)Nc2ccccc2F)nnc1SCC(=O)Nc1nccs1	23.0%	7.6%	-4.8	-0.9%	0.3	11.0%	-0.6%	2.5%
CCN(CC(=O)Nc1ccc2c(c1)OCCO2)CC(=O)Nc1ccc2c(c1)OCO2	-9.6%	2.8%	16.1	2.0%	4.1	1.8%	-6.0%	-9.6%
O=C(N/N=C/c1cccc(Br)c1)c1ccc(Br)cc1	40.2%	0.4%	?	-5.0%	-21.7	7.2%	-25.1%[1.82 µM]	5.7%
COc1cc(Nc2ncc3c(n2)CCN(Cc2cc(F)cc(F)c2)C3)cc(OC)c1	26.7%	.	.	.	3.8	.	28.1%	-2.3%
Cc1cc(=O)[nH]c(SCC(=O)N2CCN(C(=O)c3ccco3)CC2)n1	.	15.3%	14.0	0.6%	5.1	-3.8%	-2.7%	4.6%
c1cncc(CSc2ccc(-c3cccs3)nn2)c1	-10.1%	-4.5%	-13.9	4.5%	1.4	4.6%	-10.1%	-18.0%
CCSC1=NC2(CCN(C(=O)NC3CCCCC3)CC2)N=C1c1ccc(Cl)cc1	-3.5%	.	.	.	6.8	.	-15.2%	-7.6%
COC(=O)c1ccc(N2CC3CNC(=O)C2(C(=O)OC)N3C)cc1 (stereo unspecified)	-8.8%&-11.1%	10.4%&-0.5%	6.0&-9.9	1.5%&-11.6%	-2.5&-4.9	2.7%&-0.4%	3.5%&-9.8%	2.1%&-5.5%
Cc1ccc(SCCNC(=O)c2ccccc2F)cc1	-9.6%	-10.8%	-0.5	0.2%	-6.1	7.7%	17.4%	0.9%
Oc1cccc(-c2ccc3nccn3c2)c1	-7.0%	9.7%	0.0	-14.1%	-7.5	9.2%	-13.4%	-0.3%
CC1Cc2ccccc2N1C(=O)COC(=O)c1cc(Br)ccc1O (stereo unspecified)	5.2%	-5.5%	-15.3	-8.0%	2.3	15.8%	-15.5%	-5.1%
Cc1nc2c(C(=O)NCc3ccccc3Cl)cnn2c(C)c1Cc1ccccc1	6.4%	.	.	.	-4.8	.	-14.9%	-15.1%
C/C(=N/NC(=O)C1CC1(c1ccccc1)c1ccccc1)c1ccco1 (stereo unspecified)	40.3%	-5.5%	-1.4	-7.6%	-13.3	14.4%	1.2%	0.3%
CC(=O)NNC(=O)c1sc(=S)n(C)c1C	-10.4%	2.8%	20.9	2.4%	2.5	-1.2%	13.1%	1.9%
S=C(Nc1cccc(Br)c1)N1CCn2cccc2C1c1cccnc1 (stereo unspecified)	16.0%	-9.4%	-21.3	5.5%	-3.9	0.4%	14.8%	4.7%
O=C(Cn1cnc2c(nnn2Cc2ccccc2)c1=O)Nc1ccc2c(c1)OCCO2	41.1%	-9.2%	5.4	2.8%	2.8	2.8%	16.4%	19.1%
CSc1cccc(NC(=O)CN(C)S(=O)(=O)c2ccc3c(c2)CCCN3C(C)=O)c1	16.7%	.	.	.	8.4	.	3.1%	-4.2%
CCOC(=O)c1c(C)[nH]c(C)c1C(=O)COC(=O)c1cccc(C)c1O	.	-24.2%	19.8	12.3%	-2.8	-5.8%	-3.8%	-15.8%
